# Bioassay records from PubChem BioAssay.
# GCN5L2 inh: inhibitors of human GCN5L2 histone acetyltransferase | 390,000 tested, 0.21% active | Q92830 | GCN5L2 HAT assay, ThioGlo1 CoA-SH fluorescence | Potency, µM (doses to about 58.9 µM), for the others: at the highest dose activity change, negative = inhibition, actives largely listed as inhibitors
# Target sequence (Q92830 whole entry, looked up): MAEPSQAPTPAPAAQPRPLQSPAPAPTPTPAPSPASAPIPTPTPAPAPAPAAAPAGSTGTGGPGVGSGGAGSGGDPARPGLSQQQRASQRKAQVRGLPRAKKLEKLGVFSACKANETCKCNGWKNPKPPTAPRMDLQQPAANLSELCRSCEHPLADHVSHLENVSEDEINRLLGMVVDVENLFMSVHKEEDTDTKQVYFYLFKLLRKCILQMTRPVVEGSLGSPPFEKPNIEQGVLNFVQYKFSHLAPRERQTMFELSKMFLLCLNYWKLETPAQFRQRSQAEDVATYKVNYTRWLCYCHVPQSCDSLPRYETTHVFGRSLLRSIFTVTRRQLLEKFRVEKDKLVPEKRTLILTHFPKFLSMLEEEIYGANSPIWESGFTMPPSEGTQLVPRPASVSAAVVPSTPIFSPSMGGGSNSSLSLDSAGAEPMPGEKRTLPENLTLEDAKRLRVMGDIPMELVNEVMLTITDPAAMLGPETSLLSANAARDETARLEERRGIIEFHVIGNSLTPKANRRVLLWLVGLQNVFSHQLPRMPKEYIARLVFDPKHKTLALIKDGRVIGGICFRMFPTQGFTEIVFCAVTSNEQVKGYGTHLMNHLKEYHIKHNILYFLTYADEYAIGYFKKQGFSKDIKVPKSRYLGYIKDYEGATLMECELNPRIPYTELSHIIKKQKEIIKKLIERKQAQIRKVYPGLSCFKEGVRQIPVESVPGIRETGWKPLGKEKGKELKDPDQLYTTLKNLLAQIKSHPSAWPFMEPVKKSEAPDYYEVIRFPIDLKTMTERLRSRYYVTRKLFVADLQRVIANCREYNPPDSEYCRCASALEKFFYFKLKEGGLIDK
#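 GCN5L2 (20 nM) in 50mM HEPES pH 7.5, 0.1mM EDTA, 0.01% Tween-20 preincubated 15 min with compounds at room temperature. Reaction started with H3(1-25) 75uM, acetyl-CoA 70uM, ThioGlo1 50uM; CoA-thiol fluorescence (Ex340/Em540) read at 0 and 20 min.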
# TDP1 cell noCPT: qHTS for Inhibitors of human tyrosyl-DNA phosphodiesterase 1 (TDP1): qHTS in cells in absence of CPT; DT40 Tdp1-/- hTDP1 cells, no CPT, ATP luminescence, 48 h; Potency, µM (titrated, usually from 46.2 µM), inactives show at the top dose activity change, negative = growth inhibition, hits mostly inhibitors; 420,000 tested, 15% active; AID 686978, 2013; further: nearly all actives have a fitted effect of over 55% in size
#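 No-CPT arm: Tdp1-/-;hTDP1 DT40 cells (400/well) plus compounds, incubated ≥48 hr at 37 °C. Readout CellTiter-Glo luminescence.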
# Numbers without * were called inactive; u = inconclusive; x = not tested or not shown; & = joins results of further samples; [ ] = another dose, or the depositor's remark. The call rests on the fitted dose curve; in most records, active means well fitted curve in the direction sought with a large enough effect; inconclusive means small, poorly fitted or top-dose-only effect, or another doubt; inactive means no such curve, though single readings can be large; an effect the other way counts as inactive or inconclusive. On the % scale 0 is the no-effect control and ±100 the full control effect; potency means the concentration at half of the fitted maximal effect.
SMILES,GCN5L2 inh,TDP1 cell noCPT
O=Cc1coc2c(ccc3ccccc32)c1=O,-21%,x
COC(=O)c1c(C)oc2ccc(N(C(=O)c3ccncc3)S(=O)(=O)c3cc(C)ccc3C)cc12,-9%,x
CC(=O)N[C@H](C(=O)N[C@@H](C)C(=O)N[C@H](C#N)CC(=O)O)C(C)C,0%,x
COc1ccccc1C(=O)NN1C(=O)/C(=C/c2cccn2C)SC1=S,-8%,x
NC[C@H]1O[C@@H](n2cnc3c(N)ncnc32)[C@H](O)[C@@H]1O,u,x
CCN(CC)CCCNc1nc(SC)nc2sc3c(c12)CCN(C)C3,1%,x
CCOc1cc(/C=C/c2nc3ccccc3c(=O)[nH]2)cc(Br)c1OC,-7%,x
CC(C)C(NC(=O)C(CC(=O)O)NC(=O)C(CCCCN)NC(=O)C(N)CCCN=C(N)N)C(=O)NC(Cc1ccc(O)cc1)C(=O)O (centres undefined),-7%,x
O=S(=O)(O)Oc1c[nH]c2ccccc12,-17%,x
CCN1C(=NCc2cc(OC)c(OC)c(OC)c2)N[C@@H](c2ccccc2)[C@H](C(=O)OC)[C@H]1C,-6%&5%,x
O=c1oc2ccc([N+](=O)[O-])cc2c(N2CCOCC2)c1[N+](=O)[O-],-3%,x
COc1cc(OC)cc(C(=O)N2CCN(C(=O)COc3ccc(C)cc3)CC2)c1,-8%,x
Cn1c2cc(B(O)O)sc2c2cnn(Cc3c(F)cccc3Cl)c(=O)c21,-9%,x
COc1ccc(C[C@H]2CN3C(=NC[C@@H]3Cc3ccccc3)N2C[C@H](C)NC(=O)CCC2CCCCC2)cc1,-19%,x
COc1ccc(C2Nc3ccccc3C(=O)N2Cc2ccccc2)cc1COc1ccc(Cl)cc1Cl (centres undefined),-11%,x
CCOC(=O)C1CCN(Cc2ccccn2)CC1,-5%,x
COc1ccc(CCNC(=O)c2cc(-c3ccccc3)nc3ccccc23)cc1OC,2%,x
COC(=O)C1=C(C)N(Cc2ccccc2)C(=NCC2CC2)N[C@H]1c1ccc(Br)cc1,1%,x
CC(=O)N[C@@H](C)c1nc2ccccc2n1CCNC(=O)[C@H]1CCCN1c1nc(CN2CCCCC2)cs1,-20%,x
CSc1nc(NCCCN(C)C)c2c3c(sc2n1)CN(C)CC3,6%,x
O=C1c2ccccc2C(=O)c2c(NCCc3ccc(O)cc3)ccc(NCCc3ccc(O)cc3)c21,-19%,x
COc1ccc([C@]23Cc4cc(OC)c(OC)cc4C(O2)c2c(cc(C)oc2=O)O3)cc1,-9%[12.7 µM],x
CC(=O)N[C@@H](Cc1ccc(O)cc1)C(=O)N[C@H](C(=O)N[C@@H](C)C(=O)N[C@H](C#N)CC(=O)O)C(C)C,-3%,x
O=C(CCCCCN1CCN(c2ccccc2-c2ccccc2)CC1)NC1CCCc2ccccc21 (centres undefined),-16%,x
COC(=O)c1cc(-c2ccccc2)c2c(=O)n(C)c(=O)n(C)c2n1,-28%,x
O=c1[nH]c(=O)n(Cc2ccc(Oc3ccccc3)cc2)cc1Br,-3%,x
NC(=O)c1sc2nc3c(c(-c4cccs4)c2c1N)CCCC3,-1%,x
C=CCn1c2ccccc2c(=O)c2cc(C#Cc3ccsc3)ccc21,u,x
CNCCc1cnc(CCC(c2ccccc2)c2ccccc2)[nH]1,-14%,x
COc1ccc(CN2C(=O)C(Cc3ccccc3)Nc3ncnc(N4CCc5ccccc5C4)c32)cc1 (centres undefined),-4%,x
CCN(CC)c1ccc2cc(/C(N)=N/NC(=O)c3cccs3)c(=O)oc2c1,-14%,x
CCOC(=O)c1c(NC(=O)c2ccc(C)cc2)sc2c1CC(C)(C)NC2(C)C,-4%,x
Cc1c2c(c(O)c3c(O)cccc13)C(=O)O[C@H]2C1C(N(C)C)C(O)=C(C(N)=O)C(=O)[C@H]1O (some centres undefined),3.2µM*,x
CN1/C(=C/C(=O)c2cccs2)Sc2ccccc21,1%,x
Nc1ccc(Nc2cc(O)c3ncccc3c2)cc1,-5%,x
COc1ccc(CCn2nnnc2C2(c3ccc(C)cc3)CC2)cc1,-18%,x
COc1cc(C2OC(=O)c3c2ccc(OC)c3OC)ccc1O (centres undefined),-1%,x
CC1CCCCN1Cc1c(O)ccc2c(=O)c(-c3ccc(Cl)cc3)c(C(F)(F)F)oc12 (centres undefined),0%,x
COc1ccc(CCNC(=O)CSc2nnc(-c3ccco3)c(-c3ccco3)n2)cc1OC,-26%,x
O=C1CCCC2=C1C1O[C@](c3ccsc3)(Cc3c1ccc1ccccc31)O2,-15%[12.7 µM],x
CCCSc1nnc2n(-c3ccc(OC)cc3)c(=O)c3c4c(sc3n12)COC(C(C)C)C4 (centres undefined),4%,x
Cn1c2cc(Br)sc2c2cnn(Cc3c(F)cccc3F)c(=O)c21,-4%,x
O=C1C2=C(C(=O)c3ccccc31)C1O[C@](c3ccsc3)(Cc3c1ccc1ccccc31)O2,u,x
O=C(NC(=O)c1ccc(Cl)cc1)Nc1ccc(-c2cnco2)cc1,-1%,x
OCC1O[C@H]([S-])[C@H](O)[C@@H](O)[C@@H]1O.[Au+] (some centres undefined),117%[activator],x
N#C/C(=C/c1ccc(-c2cc(C(=O)O)cc(C(=O)O)c2)o1)c1nc2ccccc2s1,-9%,x
Cc1cc(C)nc(N/N=C/C2=C(O)CC(c3ccccc3)CC2=O)n1 (centres undefined),15%,x
COCCCn1c(=N)c(S(=O)(=O)c2ccccc2)cc2c(=O)n3cc(C)ccc3nc21,-8%,x
COC(=O)C1=CO[C@@H](O)[C@@H]2C(CO)=CC[C@H]12,-8%,x
C[S+](C)CC[C@H](N)C(=O)O,-1%,x
COc1ccc([C@]23Cc4ccccc4C(O2)C2=C(O3)C(=O)c3ccccc3C2=O)cc1,0%[12.7 µM],x
COc1ccc(C(=O)Nc2nnc(CC(=O)N/N=C/c3ccc(O)cc3O)s2)cc1,1%,x
Cc1cc2c(cc1Cl)N(C(=O)Nc1ccc(Oc3cccnc3C)nc1)CC2,-12%,x
O=S(=O)(c1ccc(F)cc1)N1CCCc2ccccc21,-6%,x
COc1ccc(Nc2nc3ccc(C)cc3n3cnnc23)cc1Cl,8%,x
CCN(CC)C(=O)[C@@]1(c2ccccc2)C[C@@H]1CN,4%,x
O=C1C([N+](=O)[O-])=C(O)c2cccc3cccc1c23,-2%,x
CSc1nc(N)c2ncn([C@@H]3O[C@H](COP(=O)(O)OP(=O)(O)O)C(O)[C@H]3O)c2n1 (some centres undefined),-17%,x
CCCCCn1c(=N)c(S(=O)(=O)c2ccc(C)cc2)cc2c(=O)n3cc(C)ccc3nc21,-8%,x
C[C@@](O)(/C=C/[C@H]1CC=CC(=O)O1)[C@@H](C[C@@H](O)\C=C/C=C\C=C\CO)OP(=O)(O)O,2%[12.7 µM],x

# Following part
SMILES,GCN5L2 inh,TDP1 cell noCPT
C#CCOCCOCCOCCNc1nc(N2CCN(C(=O)Cn3cc(CCCN=C(N)N)nn3)CC2)nc(N2CCN(C(=O)Cn3cc(CCCN=C(N)N)nn3)CC2)n1,-1%,x
CCOC(=O)c1cnc2c(OC)cccc2c1Nc1cccc(O)c1,-4%,x
Cc1ccc[n+](CC(=O)c2ccccc2)c1,22%,x
Cc1ccnc2c(Cl)ccc(Cl)c12,x,u
CC(=O)C1=CCC(c2cccs2)N(S(=O)(=O)c2ccc(C)cc2)C1 (centres undefined),x,u
Cc1ccc(Cc2c(-c3ccco3)nc3ccc(Br)cn23)cc1,x,u
C(=Nc1cccnc1)c1ccnc2ccccc12,x,1.8µM*
CCCCNC(=O)[C@@H]1CC=C[C@@H]2CCN(CCCC)C(=O)[C@@H]21,x,u
O=S(=O)(c1cccc2ccccc12)N1CCC2CC1c1cc(-c3ccc4c(c3)OCO4)ccc12 (centres undefined),x,u
CCN(Cc1ccccc1)N=Nc1ccccc1,x,-25%
CCCCn1nnnc1C(c1ccccc1)N1CCN(C(=O)C2CCCO2)CC1 (centres undefined),x,-2%
COCCCNC(=S)N1CCN(c2nc(-c3ccc(Cl)cc3)cs2)CC1,x,18µM*
CCCCCCn1cc(CN2CC(N3CCN(CCN(C)C)CC3)CS2(=O)=O)nn1 (centres undefined),x,-6%
Clc1ccc(-c2nnc(-c3ccc4ccccc4c3)o2)cc1,x,-11%
CCOc1cccc(Cc2c[nH]c(=O)[nH]c2=O)c1,x,-10%
NC(c1ccccc1)c1csc(NC(=O)Nc2ccc(OC(F)(F)F)cc2)n1 (centres undefined),x,-107%
COc1cc(OC)cc(OC2(C)CCN(Cc3ccc(OC(C)C)cc3)C2)c1 (centres undefined),x,23µM*
CCCCCCCCN1C(=O)[C@H](CC(=O)NCc2ccc(OC)c(OC)c2)C[C@@]2(C(=O)OCC)CCC=C12,x,21µM*
COc1ccc([C@H]2C[C@@H](n3cc(C4CC4)nn3)[C@H](O)CN2Cc2cccs2)cc1,x,u
CC1(C(=O)NS(=O)(=O)C2CC2)CCCN(C(=O)CSc2ccccc2)C1 (centres undefined),x,u
CN(C(=O)CN1CCN(c2cc(-c3ccc(OCc4ccccc4)cc3)ncn2)CC1)c1ccccc1,x,18µM*
C[C@H](CO)N1C[C@H](C)[C@@H](CN(C)CC2CC2)Oc2c(NC(=O)C3CC3)cccc2C1=O,x,u
CC1CN(C(=O)/C=C/c2cccc([N+](=O)[O-])c2)CC(C)O1 (centres undefined),x,-6%
CC(=O)NCCNc1nc2cc(-c3cscc3C)sc2c(=O)n1C,x,u
COc1ccc(NC(=O)COC(=O)c2ccc(S(=O)(=O)N3CCCCC3)cc2)c(OC)c1,x,-4%
COC(=O)C1CCN(S(=O)(=O)CCNC(=O)c2ccccc2)CC1,x,20%
O=C(Nc1ccc(OCc2ccccc2)cc1)Nc1nnc([C@H]2C[C@H](O)[C@@H](CO)O2)s1,x,u
Cn1c(N)c(C(=O)COC(=O)C2Cc3ccccc3CN2S(C)(=O)=O)c(=O)n(C)c1=O (centres undefined),x,u
Cc1ccc(S(=O)(=O)N2Cc3ccccc3CC2C(=O)N(C)C)cc1 (centres undefined),x,-7%
COc1cccc(CNc2nc(NCc3ccccc3)nc3ccsc23)c1,x,4.1µM*
CC(=O)c1ccc(OC2(C)CCN(Cc3ccccc3OC(F)F)C2)cc1 (centres undefined),x,u
CCNC(=O)C1CCCN(C(=O)c2cccc3ccccc23)CC1 (centres undefined),x,-10%
CC(C)CN1CCN(CCCOC(=O)Nc2cccc3ccccc23)CC1C (centres undefined),x,u
O=[N+]([O-])c1ccc(NC(c2ccccc2)c2ccc3cccnc3c2O)cc1 (centres undefined),x,4.6µM*
CC(C)c1ccc(NC(=O)Nc2nc(C(N)C3CCCCC3)cs2)cc1 (centres undefined),x,u
O=c1ccnc(SCCc2ccc([N+](=O)[O-])cc2)[nH]1,x,u
COc1cccc(C(=O)N2CCc3c(C(=O)NC(C)c4ccco4)c(OC)cc(=O)n3CC2)c1OC (centres undefined),x,1%
O=C(O)Cn1nnc(-c2ccc(OCc3ccccc3)cc2)n1,x,-7%
CCc1nc2ccc(C(=O)Nc3cccc(NS(C)(=O)=O)c3)cn2c1N(C)CCN1CCOCC1,x,-4%
C=C1C=C(C(F)F)n2ncc(C(=O)N3CCN(c4ccccc4)CC3)c2N1,x,u
CC(C)C#Cc1cnc2c(c1)C(=O)N([C@H](C)CO)C[C@@H](C)[C@H](CN(C)C(=O)Nc1ccccc1F)O2,x,u
COc1cc(C(=O)N2CCCCC2c2cc(C(=O)NCc3cccnc3)no2)cc(OC)c1C (centres undefined),x,u
CC(=O)C1=CCC(c2ccc(Cl)cc2)N(S(=O)(=O)c2ccc(C)cc2)C1 (centres undefined),x,16µM*
CC(=NO)c1cc(Br)c2cccc3c2c1CC3,x,u
CCN(CC)CCN1CNC(=S)NC1,x,-19%
COc1cccc2c1C(=N)c1c(O)c3c(c(O)c1C2=O)CC(O)(C(C)=O)CC3OC1CC(N)C(O)C(C)O1 (centres undefined),x,0.18µM*
Nc1[nH]c(C(=O)c2ccccc2)c(-c2ccc(Cl)cc2)c1C(=O)NCc1ccco1,x,-1%

# Only part of the results is shown. The share of hits here may be higher or lower than overall.
